RECQ1 helicase = RECQ1 (human) helicase inhibition; RECQ1 DNA unwinding, red fluorescence kinetic read; Potency, µM (series often up to 57.3 µM), inactives show top-dose activity, negative = inhibition, most hits filed as inhibitors; hit rate 0.54% among 240,000; AID 2549;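 further: plate controls were vehicle for no effect and no enzyme for full effect; nearly all actives have a fitted effect of over 30% in size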
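RECQ1T1 50 nM; forked duplex (20 bp + 30-nt ss tails) 200 nM, ATP 2 mM final; pH 8.0, 2 mM MgCl2, 2.5 ug/ml poly(dI-dC); 15 min compound preincubation; discontinuous kinetic read over 2 h at RT.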
TexasRed fluor = alters Texas Red total fluorescence, flagging assay interference | AID 1479 | hit rate 0.29% among 280,000 | TRb/SRC2 Texas Red total fluorescence interference | Potency, µM (doses to about 106 µM), inactives show at the top dose fluorescence change, negative = quenching; active means well fitted curve in either direction with a large enough effect; inconclusive means small, poorly fitted or top-dose-only effect
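Human TRβ ligand-binding domain (0.6 uM) and Texas Red SRC2 peptide (20 nM) in Tris buffer with 1 uM T3 and 5% DMSO were incubated with pinned compound for 5 hr at ambient temperature. Total fluorescence was computed as S + 2P (555/632 nm).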
JMJD2E inh = inhibitors of human JMJD2E histone demethylase; B2RXH2; JMJD2E catalytic domain, FDH-coupled NADH fluorescence (FDH is formaldehyde dehydrogenase); Potency, µM (doses to about 57.1 µM), for inactives: at the highest dose activity change, negative = inhibition, usual class: inhibitors; hit rate 1.6% among 230,000; active means well fitted inhibition curve with a large enough effect, not every such curve was filed as active; inconclusive means small, poorly fitted or top-dose-only effect, or another doubt; inactive means no such curve, though single readings can be large or run the other way;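 further: 0% = wells with enzyme and -100% = buffer wells without enzyme; nearly all actives have a fitted effect of over 50% in size; many of its hits are not listed in these tables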
Tau ThT inhib = tau fibrillization inhibition (ThT binding); recombinant tau K18 P301L (four-repeat tau fragment), heparin-induced fibrillization, ThT fluorescence; Potency, µM (doses to about 57.4 µM), without a hit: top-dose activity, negative = inhibition, hits mostly inhibitors; hit rate 2.1% among 270,000; AID 1460; further: nearly all actives have a fitted effect of over 55% in size
Target sequence (P10636 561-689 P618L limits assumed): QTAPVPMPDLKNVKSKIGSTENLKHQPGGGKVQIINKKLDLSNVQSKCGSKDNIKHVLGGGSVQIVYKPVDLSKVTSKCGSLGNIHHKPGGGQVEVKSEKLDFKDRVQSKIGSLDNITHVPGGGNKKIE
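K18 P301L tau (15 uM + 0.24 uM Alexa 594-tagged), heparin 20 uM, NaOAc pH 7, 6 h 37 C; ThT 30 uM, 1 h RT, ex 450/em 510 nm.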
Tau FP inhib = tau fibrillization inhibition (FP); AID 1468; K18 P301L tau heparin fibrillization, Alexa594 FP, 6 h; Potency, µM (highest dose often 57.7 µM), without a hit: top-dose activity, negative = inhibition, most hits filed as inhibitors; P10636; hit rate 0.39% among 280,000; further: nearly all actives have a fitted effect of over 55% in size
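Human tau K18 […] P301L fragment, 15 uM unlabeled plus 0.24 uM Alexa 594-labeled tau (final), with compound and 20 uM heparin in 100 mM sodium acetate pH 7; 6 hr at 37 C, then Alexa 594 FP read.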
TRb SRC2 PPI = disrupts binding of human TR beta to SRC2. TRbeta-SRC2 peptide binding, fluorescence polarization; receptor liganded with 1 µM T3. Potency, µM (top dose mostly 106 µM), for inactives: top-dose activity change, negative = inhibition, actives largely listed as inhibitors. hit rate 0.065% among 280,000;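 further: plate controls were bound peptide for no effect and peptide without receptor for full effect; nearly all actives have a fitted effect of over 50% in size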
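A fluorescence polarization screen tested compounds at multiple concentrations against complex formation between 0.6 uM TRb ligand-binding domain and 20 nM Texas Red SRC2 peptide, with 1 uM T3 present; readout after 5 hr.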
L3MBTL1 block = inhibitors of human L3MBTL1 | Q9Y468 | AlphaScreen L3MBTL1–H3K9me1 peptide binding | Potency, µM (series often up to 57.1 µM), inactives show top-dose activity, negative = inhibition, most hits filed as inhibitors | hit rate 0.66% among 230,000 | AID 485360; further: nearly all actives have a fitted effect of over 60% in size
Target sequence (Q9Y468 whole entry, looked up): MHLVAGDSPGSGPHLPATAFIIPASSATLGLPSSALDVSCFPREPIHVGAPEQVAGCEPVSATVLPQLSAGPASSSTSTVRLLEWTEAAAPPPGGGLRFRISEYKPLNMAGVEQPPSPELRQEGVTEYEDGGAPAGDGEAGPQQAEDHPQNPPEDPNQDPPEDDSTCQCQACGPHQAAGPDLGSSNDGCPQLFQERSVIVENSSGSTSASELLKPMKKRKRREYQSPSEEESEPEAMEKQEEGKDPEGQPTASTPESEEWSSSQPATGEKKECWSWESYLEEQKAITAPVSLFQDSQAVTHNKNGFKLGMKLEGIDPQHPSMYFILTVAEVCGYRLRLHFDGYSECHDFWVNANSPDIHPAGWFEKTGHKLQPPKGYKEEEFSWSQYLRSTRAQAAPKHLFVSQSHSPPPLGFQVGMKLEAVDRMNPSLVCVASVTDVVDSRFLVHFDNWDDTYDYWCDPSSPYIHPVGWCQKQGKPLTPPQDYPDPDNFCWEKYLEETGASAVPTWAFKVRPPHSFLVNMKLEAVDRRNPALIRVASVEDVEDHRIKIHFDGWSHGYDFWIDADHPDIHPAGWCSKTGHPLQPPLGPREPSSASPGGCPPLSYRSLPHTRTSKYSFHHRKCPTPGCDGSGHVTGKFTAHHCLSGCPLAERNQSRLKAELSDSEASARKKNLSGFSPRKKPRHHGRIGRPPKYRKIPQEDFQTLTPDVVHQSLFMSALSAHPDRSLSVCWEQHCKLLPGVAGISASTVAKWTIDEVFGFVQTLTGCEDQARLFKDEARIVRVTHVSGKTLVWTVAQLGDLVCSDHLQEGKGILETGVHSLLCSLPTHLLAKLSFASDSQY
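L3MBTL1 (50 nM) pre-complexed 30 min with biotinylated H3(1-15)K9me1 peptide (75 nM), then compounds added for 30 min at room temperature; AlphaScreen streptavidin donor/nickel chelate acceptor beads (10 ug/mL final) read after 30 min dark incubation.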
RGS12 GoLoco inh = blocks human Gai1 binding to RGS12 GoLoco peptide, red readout; Gai1:RGS12 GoLoco peptide FP, rhodamine, 10 min; Potency, µM (doses to about 61.6 µM), without a hit: at the top dose activity, negative = inhibition, usual class: inhibitors; hit rate 0.44% among 230,000; AID 880; active means well fitted inhibition curve with a large enough effect, not every such curve was filed as active; inactive means no such curve, though single readings can be large or run the other way; further: nearly all actives have a fitted effect of over 30% in size; many of its hits are not listed in these tables
* marks the source's active call; other numbers are inactive results; i = inactive; ? = inconclusive; nt = no result given; [ ] = dose if it differs, or a comment. Unless noted, the call rests on the fitted dose curve; in most records, active means well fitted curve in the direction sought with a large enough effect; inconclusive means small, poorly fitted or top-dose-only effect, or another doubt; inactive means no such curve, though single readings can be large; an effect the other way counts as inactive or inconclusive. Unless noted, on the % scale 0 is the no-effect control and ±100 the full control effect; potency means the concentration at half of the fitted maximal effect. A portion of the library; the hit share may differ from the screen's.

SMILES | RECQ1 helicase | TexasRed fluor | JMJD2E inh | Tau ThT inhib | Tau FP inhib | TRb SRC2 PPI | L3MBTL1 block | RGS12 GoLoco inh
CN(C)S(=O)(=O)c1ccc(NC(=S)NC(=O)c2ccc(Br)o2)cc1 | -7% | -2% | 0% | -14% | -17% | 3% | nt | 8%
Cc1cc(C)n(-c2nnc(C)n2NS(=O)(=O)c2ccc(F)cc2)n1 | -2% | -2% | 0% | -6% | -6% | -7% | -7% | 3%
Cc1ccc(NCc2cccn2-c2nnc(N3CCC(C(=O)NCc4ccccc4C)CC3)s2)cc1 | nt | 3% | nt | ? | 3% | -4% | nt | nt
COc1cccc(C2C=C(c3ccc(C)cc3)Nc3c(C(=O)Nc4ccc(F)cc4)cnn32)c1OC (centres undefined) | nt | ? | nt | ? | -11% | 8% | nt | nt
CC(C)CN(CC(C)C)C(=O)Nc1ccccc1F | 10% | -6% | -4% | 1% | 1% | 3% | -4% | 6%
CCOC(=O)C1(CCSC)NC(c2ccco2)C2C(=O)N(C)C(=O)C21 (centres undefined) | -2% | -6% | -1% | -4% | 5% | 1% | -5% | -3%
O=C(COc1ccccc1)NCc1cccs1 | 8% | -4% | -3% | -3% | -12% | -8% | 12% | -11%
CC(=O)Oc1ccc(C(=O)Nc2cccc(-c3nnc(-c4ccco4)o3)c2)cc1 | 4% | 0% | ? | ? | -15% | 8% | 6% | 4%
CCCCOC(=O)n1ccc(C(=O)Nc2ccccc2OC)n1 | i | 1% | -5% | -13% | -3% | -1% | 11% | 11%
COc1ccccc1C(=O)NNC(=O)C(=O)NCc1ccccc1 | i | -4% | 10% | -3% | -4% | 2% | 4% | 2%
CC(C)OC(=O)c1nn2c(C(F)(F)F)cc(-c3ccco3)nc2c1Cl | i | -6% | -9% | -4% | 5% | 1% | 9% | 10%
Cc1ccccc1CN1CCC(CNc2ncnc3onc(-c4ccc(F)cc4)c23)CC1 | nt | 0.071µM*[quencher] | nt | 9% | -7% | -19% | nt | nt
Cc1cccc(-n2c(O)c(C=Nc3c(C)n(C)n(-c4ccccc4)c3=O)c3ccccc3c2=O)n1 | i | 1% | 2% | -15% | 5% | 5% | 5% | -4%
Cc1ccc(OCC(=O)Nc2cccc(OCc3cc(=O)n4cccc(C)c4n3)c2)cc1C | nt | -1% | nt | -18% | 4% | -1% | nt | nt
CCCCNC(=S)NCc1ccc2c(c1)cc(C)n2C | -16% | -2% | 1% | -2% | 7% | -5% | -3% | 4%
CC1(C)C(c2ccccc2)=[N+]([O-])C2(CCCCC2=O)N1O (centres undefined) | 2% | 1% | -1% | -2% | -1% | -5% | -4% | -2%
Cc1cc(NC(=O)CSc2nc(C3CCCCC3)nc3ccccc23)no1 | i | 0% | -2% | -6% | -4% | -6% | -2% | 1%
Cc1ccc(NC(=O)COC(=O)Cn2c(C)csc2=O)cc1 | -1% | 0% | 6% | -2% | 4% | -4% | 9% | 9%
COc1ccc(NC(=S)NCc2cccs2)cc1OC | 9% | 0% | 6% | -5% | 4% | -2% | -9% | 9%
COc1cc(NC(=O)c2cccs2)c(OC)cc1NC(=O)CCC(=O)Nc1cccc2ncccc12 | -2% | -1% | 11% | ? | 4% | -3% | -4% | 15%
CCOc1ccc(N(CC)C(=O)c2cc3c(s2)-c2ccc(Cl)cc2SC3)cc1 | nt | -2% | nt | -14% | -6% | -5% | nt | nt
O=C(CCc1ccc(Oc2cc([N+](=O)[O-])cc([N+](=O)[O-])c2)cc1)NC1CCCC1 | -3% | -2% | -3% | -15% | 15% | -1% | -6% | 1%
CC(C)c1ccc(OCc2ccc(C(=O)O)o2)cc1 | 18% | -2% | 7.9µM* | -5% | 4% | 1% | nt | -5%
COc1cc(/C=C\C(=O)Nc2cc(=O)n(C)c(=O)n2C)cc(OC)c1OC | 23% | 0% | -18% | -8% | 0% | -1% | -12% | 6%
CCSCc1nnc(SCC(=O)Nc2ccc(OC)cc2)n1C | 17% | -4% | -28% | 1% | 4% | 0% | -1% | 3%
Cc1cc(C)cc(OCC(=O)NCCN2CCOCC2)c1 | i | -1% | 13% | -8% | -5% | 0% | nt | 4%
COC(=O)CSc1ncnc2scc(-c3ccccc3)c12 | 8% | 0% | -13% | nt | -9% | -3% | nt | 11%
CCOC(=O)CNc1nc(OCC#N)nc(N2CCOCC2)n1 | i | 0% | -1% | -1% | 2% | -3% | 7% | 11%
Cc1[nH]c2ccccc2c1C(=O)CCl | -14% | -2%[53 µM] | 3% | -3% | 1% | 4%[53 µM] | 3% | 33%[activator]
O=C(NC(NC(=S)N1CCOCC1)C(Cl)(Cl)Cl)c1cccc2ccccc12 (centres undefined) | -3% | 1% | -7% | -6% | 6% | 3% | 2% | 3%
CCCc1cc(=O)[nH]c(SCC)n1 | -4% | -1% | -1% | -1% | 0% | -1% | 14% | -4%
COc1cccc(NC(=S)N2CCn3cccc3C2c2cccnc2)c1 (centres undefined) | 3% | -1% | 0% | ? | 8% | 5% | -13% | 79%[activator]
COc1cc2c(cc1OC)C(c1ccc(F)cc1)N(c1ccccc1)C(=O)C2 (centres undefined) | nt | ? | nt | -2% | 8% | -1% | nt | nt
Cc1ccccc1CNC(=O)c1oc2c(c1C)-c1nn(Cc3ccc(Cl)cc3)cc1CC2 | nt | -5% | nt | -2% | -8% | 9% | nt | nt
O=C(COC(=O)Cc1c(Cl)cccc1Cl)Nc1ccccc1-c1ccccc1 | -3% | -2% | 2% | -5% | 1% | -2% | 7% | -1%
CN1CCN(CCCNC(=O)c2ccc(CS(=O)(=O)c3ccc(Br)cc3)o2)CC1 | -10% | 1% | -4% | -8% | -1% | -3% | nt | 6%
COc1ccc(C)cc1NC(=O)CCc1c(C)nn(-c2ccc(N3CCCCC3)nn2)c1C | nt | -6% | nt | -11% | 4% | 6% | nt | nt
O=C(CCn1c(=O)oc2ccccc21)Nc1cccc(Cl)c1 | -5% | -6% | -2% | -4% | 1% | 1% | 6% | -27%
COCCNC(=O)c1cc(-c2ccncc2)nc2ccc(S(=O)(=O)N3CCOCC3)cc12 | -3% | -2% | -4% | -7% | 7% | -4% | nt | -2%
COc1ccc(N2CCN(Cc3cc(=O)oc4ccc(Cl)cc34)CC2)cc1 | -4% | 1% | 0% | -11% | 4% | -11% | -2% | 1%
Cc1ccccc1CSc1nc2c(c(=O)[nH]1)CCC2 | 0% | -1% | 5% | -4% | 0% | -2% | 1% | -2%
Clc1ccc(-n2ncc3c(N4CCCC4)ncnc32)cc1 | -1% | -3% | ? | ? | -2% | -3% | 9% | 7%
COC(=O)c1cc(-c2ccc(C)cc2)c2c(=O)n(C)c(=O)n(C)c2n1 | nt | -2% | nt | 6% | -3% | 6% | nt | nt
c1ccc(SCc2nc(-c3ccncc3)n[nH]2)nc1 | -1% | -1% | 4% | 5% | 5% | -4% | 8% | 0%
CC(=O)OCC(=O)N1CCN(c2ccc([N+](=O)[O-])cc2)CC1 | 0% | 2% | -5% | ? | -5% | 3% | 10% | -15%
CCN(CCCNC(=O)CSc1cc(=O)n(CC)c2ccccc12)c1cccc(C)c1 | nt | ? | nt | ? | 15% | 0% | nt | nt
COc1ccc(-c2n[nH]c(C(F)(F)F)c2-c2cc3ccccc3o2)c(O)c1 | i | -11% | ? | 18µM* | -1% | 0% | -4% | nt
CC(C)c1ccc(CNc2n[nH]c(-c3ccco3)n2)cc1 | nt | -13% | nt | 4% | 8% | 1% | nt | nt
COCCN(CCOC)C(=O)C12CCC(C)(C(=O)C1)C2(C)C (centres undefined) | -11% | -3% | -10% | -2% | 1% | -13% | -4% | nt
CC(C)(C)OC(=O)N[C@@H](CCCCNC(=O)OCc1ccccc1)c1nnc([C@H](CCCCNC(=O)OCc2ccccc2)NC(=O)OC(C)(C)C)o1 | 10% | 0% | -5% | -11% | ? | -8% | nt | 1%

Later entries.
SMILES | RECQ1 helicase | TexasRed fluor | JMJD2E inh | Tau ThT inhib | Tau FP inhib | TRb SRC2 PPI | L3MBTL1 block | RGS12 GoLoco inh
Cc1c(CC(=O)N2CCCCC2)c(=O)oc2c(C)c3occ(C(C)(C)C)c3cc12 | nt | 0% | nt | ? | 7% | -7% | nt | nt
COc1ccc(N2CCN(S(=O)(=O)c3ccc(F)c(C(=O)Nc4ccccc4Cl)c3)CC2)cc1 | nt | -1% | nt | 5% | 12% | -2% | nt | nt
C=CCn1c(-c2cccc(Cl)c2)n[nH]c1=S | -2% | -6% | ? | -13% | -2% | -6% | -3% | 9%
COCCN(CCOC)C(=O)c1sc2nc(-c3ccccc3)cn2c1C | -11% | -1% | 8% | 3% | 0% | -4% | -14% | 0%
CCOC(=O)C1(Cc2ccccc2)CCCN(Cc2cnn(CC)c2)C1 (centres undefined) | i | 0% | 9% | 1% | -2% | 10% | 4% | 2%
O=C(NCCc1cccc(Cl)c1)c1cc([N+](=O)[O-])ccc1Cl | -3% | -2% | -6% | -5% | 3% | 2% | -11% | -2%
COc1ccc(NC(=O)C2CCCN(S(=O)(=O)c3c(C)n[nH]c3C)C2)c(OC)c1 (centres undefined) | i | -1% | 3% | -11% | 5% | -3% | 5% | -16%
CCC(=O)Oc1ccc2ccccc2c1CNC(=O)c1ccccc1 | -7% | -1% | 1% | -1% | 2% | 6% | 6% | nt
COC(=O)CCCC1=CC2=C(c3ccccc3)C(=O)C(C)(OC(=O)C3CCCC3)C(=O)C2=CN1Cc1ccco1 (centres undefined) | i[11.5 µM] | 0%[11.2 µM] | 18µM* | ? | 4%[11.6 µM] | -5%[11.2 µM] | nt | -7%[14.2 µM]
Clc1ccccc1CNCc1ccncc1 | 8% | 0% | 0% | -8% | 2% | 3% | nt | 3%
O=C(O)CCNC1C=CS(=O)(=O)C1 (centres undefined) | -1% | -6% | -28% | -13% | 0% | 0% | 9% | 5%

Assay outcomes: PubChem BioAssay, National Center for Advancing Translational Sciences (NCATS)
